Lipid storage S3: qHTS Assay for Lipid Storage Modulators in Drosophila S3 Cells; Drosophila S3 cells, BODIPY lipid droplet fluorescence, 18-24 h; cells fed with added oleic acid; 0.64% of 320,000 active; Potency in µM for hits, for the others lipid storage change, negative = inhibition, % at the top dose, mostly 46.1 µM; active means well fitted inhibition curve with a large enough effect in the signal ratio, with a control signal flat, not every such curve was filed as active; inconclusive means small, poorly fitted or top-dose-only effect, or effect the other way, or a change in a side signal; the % refers to the signal ratio
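Laser-scanning cytometry quantifies lipid droplet accumulation (500–530 nm total intensity; droplet/cell object ratio) in oleic acid-fed (400 uM added) Drosophila S3 cells treated with a concentration series. 20 uM Triacsin C defined 100% inhibition.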
Lipid storage S3 cell count max: also measured in Lipid storage S3; calls as there; cell number change, %; measured here: cell count max response;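 cells counted by Cell Tracker Red CMTPX staining in the red channel; peak over a dose series mostly up to 46.1 µM; percent activity relative to internal control wells on each plate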
The depositor's hits bear a star; i = inactive; ? = inconclusive; . = no result given. On the % scale 0 is the no-effect control and ±100 the full control effect; potency means the concentration at half of the fitted maximal effect. Only part of the results is shown; the hit share may differ from the screen's.

Lipid storage S3,Lipid storage S3 cell count max,molecule
?,.,C[C@@]12C(=O)Nc3ccc(Br)cc3C(=O)N1[C@H]1c3cc(Cl)ccc3OC[C@@H]1[C@@H]2c1ccccc1
?,.,Nc1cc(N)nc(SCC(=O)N2CCc3ccccc32)n1
i,1,CC(C)Cc1ccc(C(C)C(=O)Nc2nccs2)cc1 (configuration not stated)
0%,-12,CC1Cc2ccccc2N1C(=O)CN1C(=O)C(=O)N(Cc2ccccc2)C1=O (configuration not stated)
-8%,.,O=C(NNC(=O)c1ccccc1C(=O)O)c1ccc(-c2ccccc2)cc1
?,.,O=C(O)C1=CC(=C(c2ccc(O)c(C(=O)O)c2)c2ccc(O)c(C(=O)O)c2)C=CC1=O
?,.,CCOc1ccc(CN(C)CC(=O)Nc2ccc3c(c2)CCC3)cc1OC
?,.,CC1(C)COC(/C=C/c2cccc([N+](=O)[O-])c2)=N1
15%,-2,CCNc1nc(NC(C)(C)C)nc(SC(C(C)=O)C(C)=O)n1
?,.,COc1cccc(NC(=O)c2ccc(N3C(=O)C4CC=C(C)CC4C3=O)cc2)c1 (configuration not stated)

Next section
Lipid storage S3,Lipid storage S3 cell count max,molecule
?,.,O=C(CC1CCCC1)Nc1ccc(Br)cc1
i,12,Cn1c(SCC(=O)Nc2ccc(C(N)=O)cc2)nnc1-c1cccs1
?,.,O=C(CN1CCN(C(=O)c2ccccc2)CC1)Nc1ccc(Cl)cc1F
4%,10,Cc1ccc(NC(=O)CN(C)S(=O)(=O)c2cccc3cccnc23)c(C)c1
6%,9,COc1ccc(-c2nc(CS(=O)CC(=O)NCc3ccc(Cl)cc3)c(C)o2)cc1 (configuration not stated)
-4%,14,Cc1ccc(CNC(=O)Cn2c(=O)n(-c3ccccc3)c(=O)c3sccc32)cc1
?,.,Cc1ccc(CNCC(O)(c2ccccc2)c2ccc(F)cc2)cc1 (configuration not stated)
?,.,CCC(c1nnnn1CCOC)N1CCN(Cc2ccccc2OC)CC1 (configuration not stated)
-15%,11,Cc1cc(N2C(=O)C3C4CC(C(Br)C4Br)C3C2=O)no1 (configuration not stated)
?,.,O=C(N/N=C/c1cccnc1)/C(=C\c1cccs1)NC(=O)c1ccccc1

(continued)
Lipid storage S3,Lipid storage S3 cell count max,molecule
29%,25,C=CCCC(=O)N1CCC(n2nccc2NC(=O)c2ccc(OC)cc2)CC1
?,.,CCOC(=O)N1CCN(C(=O)c2cccc(NC3=NC4CS(=O)(=O)CC4S3)c2)CC1 (configuration not stated)
9%,.,CC1CN(C(=O)Nc2cccc(C(F)(F)F)c2)CC(C)O1 (configuration not stated)
?,.,COCCCNC(=S)Nc1ccc(C)cc1
-1%,0,Cn1c(=O)n(C)c2cc(/C=N/NC(=O)c3cc4cc(Br)ccc4o3)ccc21
12%,-5,Cc1nc(C(=O)NCC(=O)c2ccccc2)c(C(F)(F)F)o1
?,.,COc1ccc(/C=C(\C#N)C(=O)Nc2cccc(C)n2)cc1
17%,-4,CC1(C)COC(c2cccn2Cc2ccc(F)cc2Cl)=N1
-17%,-7,COc1ccc([C@@H]2CC=C(C(=O)O)CN2S(=O)(=O)c2ccc(C)cc2)cc1OC
-22%,-4,Cc1ccc(NC(=O)C(=O)c2c[nH]c3ccccc23)cc1

(further entries)
Lipid storage S3,Lipid storage S3 cell count max,molecule
?,.,CCOC(=O)c1c(C)[nH]c(C)c1S(=O)(=O)NCC1CCN(Cc2ccccc2OC)CC1
-12%,19,CCOc1ccc(NS(=O)(=O)c2ccc3c(c2)CCN3C(C)=O)cc1
?,.,Cc1ccc([N+](=O)[O-])cc1S(=O)(=O)NCc1cccnc1
13%,-15,[O-][n+]1ccc(C(O)c2ccccc2)cc1 (configuration not stated)
?,.,NS(=O)(=O)c1cc(C(=O)OCC(=O)N2CCOCC2)ccc1Cl
15%,.,Cc1cc(C)c(C)c(C(=O)C2OC(=O)C(C)(C)C(=O)C2(C)C)c1C (configuration not stated)
1%,6,CCc1ccc(NC(=O)N(CCN(C)C)C(C)c2cccnc2)cc1 (configuration not stated)
5%,-8,OCCN(Cc1ccccc1)Cc1cccc(F)c1
?,.,O=C1C2CCCCN2C(=O)N1CCCCN1CCN(c2cccc(Br)c2)CC1 (configuration not stated)
?,.,COC(=O)c1ccc(CSc2nc3ccc(S(N)(=O)=O)cc3[nH]2)cc1

Continuation:
Lipid storage S3,Lipid storage S3 cell count max,molecule
?,.,Cc1ccc(NC(=O)CN(C)C(=O)Cc2ccc(Cl)cc2Cl)cc1
20%,-3,O=C(CCCCCN1C(=O)c2ccccc2C1=O)NC1CCCC1
11%,-1,COc1cccc(/C=C/C(=O)Nc2ccc(OC)nc2)c1
?,.,CC1CC(=O)Nc2ccccc2S1(=O)=O (configuration not stated)
?,.,CC(C)COc1ccc(-c2nnc(-c3ccco3)o2)cc1
?,.,Cc1ccc2[nH]c(=O)c(-c3nc4cc(C)ccn4c3NCc3ccco3)cc2c1
0%,10,Cc1cc(C)c(NC(=O)Cn2c(=O)n(-c3ccc(CC(=O)NCC4CCCO4)cc3)c(=O)c3ccccc32)c(C)c1 (configuration not stated)
-23%,-21,O=C(Cn1c(NCCCO)nc2ccccc21)c1ccc([N+](=O)[O-])cc1
-17%,0,COc1ccc(Cc2nnc(Nc3ccc(C)cc3)o2)cc1OC
i,.,CCCC(=O)NC(C)c1nc2ccccc2n1C (configuration not stated)

(more compounds)
Lipid storage S3,Lipid storage S3 cell count max,molecule
-17%,-5,O=C(c1cc2sccc2n1Cc1ccc(F)cc1)N1CCc2ccccc21
?,.,O=C(Nc1cc(C(F)(F)F)ccc1Cl)C1CCN(c2nnc(-n3cccc3)s2)CC1
?,.,COc1ccc(Cl)cc1C(=O)N(Cc1nc(-c2cccc(C)c2)no1)C(C)C
5%,-1,CCOc1ccccc1C1C(C(=O)Nc2ccc(OC)cc2)=C(C)Nc2nc(CCCO)nn21 (configuration not stated)
29%,0,COCCN(CCOC)Cc1cc(=O)oc2cc3c(cc12)CCC3
?,.,COC(=O)c1cc(S(=O)(=O)NCc2ccccc2)cn1C
?,.,Cc1ccccc1Cn1cccc1/C=C1/C(=N)N2C=CSC2=NC1=O
?,.,C/C(=C\c1ccccc1)C(=O)NCc1ccco1
i,-21,O=C(N/N=C/c1ccccc1C(F)(F)F)c1ccc2nc[nH]c2c1
?,.,CCOc1cc(/C=N/Nc2nc(-c3cccc(S(=O)(=O)N4CCCC4)c3)cs2)ccc1O

Continuation:
Lipid storage S3,Lipid storage S3 cell count max,molecule
?,.,CCC(SC1=N/C(=C/c2ccccc2OC)C(=O)N1c1ccccc1)C(=O)Nc1cc(C)on1 (configuration not stated)
?,.,Cc1ccnc(NS(=O)(=O)c2ccc3c(c2)CCO3)c1
?,.,COc1ccccc1NC(=O)C1=C(C)Nc2nnnn2C1c1ccccc1OC (configuration not stated)
?,.,CCOc1ccc(OCC)c(NC(=O)C2CCN(S(=O)(=O)c3cccc4nonc34)CC2)c1
-1%,-1,CCOC(=O)N/N=C/c1cccnc1
0%,20,O=[N+]([O-])c1ccc(-n2cccn2)c(-c2nn[nH]n2)c1
-6%,6,CC(=O)NN1C(=O)c2ccccc2NC1c1ccc([N+](=O)[O-])o1 (configuration not stated)
1%,6,COc1cc(-c2nnc(COC(=O)c3c4c(nc5ccccc35)CCCC4)o2)cc(OC)c1OC
i,15,CN(CCc1ccccn1)C(=O)c1ccc(OC2CCN(CCc3ccccc3)CC2)cc1
?,.,N#Cc1ccc(COC(=O)c2cnc(Cl)c(Cl)c2)cc1

Going on with the list.
Lipid storage S3,Lipid storage S3 cell count max,molecule
?,.,N#CCCn1cnc2c(=S)nc[nH]c21
i,-2,Cc1nc2nc(Cc3ccccc3)nn2c(C)c1Cl
25%,12,Cc1cccn2c(CNCCSc3nccn3C)c(C(=O)N3CCCCC3)nc12
?,.,CC(C)Oc1ccc(CCc2n[nH]c(=S)n2Cc2ccccc2)cc1
?,.,Cc1cc(C)cc(C(=O)NC(CC(N)=O)c2ccc(N3CCC(Cc4ccccc4)CC3)c([N+](=O)[O-])c2)c1 (configuration not stated)
5%,11,NC(=O)C1=C[C@H](c2ccc(C(F)(F)F)cc2)C[C@H](OCCCCO)O1
?,.,COc1ccc(C(=O)Nc2ccc3c(c2)nc(CCNC(=O)c2ccco2)n3C)cc1
?,.,N#Cc1c(-c2cccnc2)cc(-c2ccccc2)nc1N
9%,-18,Cc1c(NC2(c3nnnn3-c3ccc(Br)cc3)CCCCC2)c(=O)n(-c2ccccc2)n1C
?,.,O=C(Nc1cccc([N+](=O)[O-])c1)Nc1ccc(Cl)cn1

Additional structures:
Lipid storage S3,Lipid storage S3 cell count max,molecule
?,.,NS(=O)(=O)c1ccc(CNC(=O)C2(c3ccc(Cl)cc3)CC2)cc1
i,-16,Clc1ccc(Cn2ncc3c(N4CCCC4)ncnc32)cc1
4%,2,OC(C[n+]1ccccc1)c1ccccc1 (configuration not stated)
-20%,2,Cc1nc(CCNC(=O)C2CCC(=O)N(Cc3ccc(Cl)cc3)C2)sc1C (configuration not stated)
?,.,COC(=O)c1ccccc1NC(=O)C1CCN(C(=O)Cc2ccccc2)CC1
?,.,CC(=O)Nc1ccc(S(=O)(=O)NC(C)C(=O)OCC(=O)NC2CCCC2)cc1 (configuration not stated)
-10%,-9,O=c1c([N+](=O)[O-])cccn1Cc1ccc(F)cc1Cl
?,.,Cc1cccc2cc(CN(CC(C)C)S(=O)(=O)c3ccccc3)c(=O)[nH]c12
?,.,CCOC(=O)N1CCN(C(=O)C(=O)N/N=C/c2ccc(OC)cc2OC)CC1
i,.,O=C(Cn1cc(C(=O)c2cccs2)c2ccccc21)NCc1cccs1

Next part.
Lipid storage S3,Lipid storage S3 cell count max,molecule
?,.,CCN(CC(=O)Nc1c(F)cccc1F)C(=O)C1COc2ccccc2O1 (configuration not stated)
21µM*,-3.9*,CCOCCCNC(=O)C1CCCN1C(=O)NC1CCCCC1 (configuration not stated)
i,.,CC(C)(C)C(=O)CNS(=O)(=O)c1ccc(S(=O)(=O)NC2CCCC2)cc1
?,.,Cc1ccc(NC(=O)CCC(=O)NNC(=O)COc2ccc([N+](=O)[O-])cc2)c(C)c1
-5%,-20,CC(C)(C)c1ccccc1NC(=O)CN1C(=O)NC(Cc2ccccc2)C1=O (configuration not stated)
?,.,CN(CC(=O)Nc1ccccc1C(F)(F)F)C(=O)COc1cccnc1[N+](=O)[O-]
-13%,-2,O=C(CCC1CCCC1)Nc1cccc(Cc2ccncc2)c1
?,.,Nc1nc(Br)c2ccccc2c1-c1ccc(F)cc1
12%,-12,CCOC(=O)[C@H]1[C@H]2COc3cc(OC)ccc3[C@@H]2N2C(=O)c3cc(OC)ccc3NC(=O)[C@@]12C
?,.,COc1ccc(S(=O)(=O)N2CN3CCN(C3)C2)cc1

Compound profiles, as listed above. Screens in order: Lipid storage S3	Lipid storage S3 cell count max
Results for CCOC(=O)[C@H]1[C@H]2COc3cc(OC)ccc3[C@@H]2N2C(=O)c3cc(OC)ccc3NC(=O)[C@@]12C : 12%	-12
Results for Nc1nc(Br)c2ccccc2c1-c1ccc(F)cc1 : ?	.
Results for CC(C)(C)c1ccccc1NC(=O)CN1C(=O)NC(Cc2ccccc2)C1=O (configuration not stated) : -5%	-20
Results for CCN(CC(=O)Nc1c(F)cccc1F)C(=O)C1COc2ccccc2O1 (configuration not stated) : ?	.

More results follow:
Lipid storage S3,Lipid storage S3 cell count max,molecule
?,.,CC(C)(C)NC(=O)COc1ccc(S(=O)(=O)N2CCCC2)cc1
19%,1,CN(Cc1cnn(C)c1)Cc1nc(-c2ccc(Cl)cc2)no1
?,.,Cc1cc(C)c2nc(NNC(=O)c3cc(-c4cccs4)nc4ccccc34)sc2c1
-2%,4,O=S(=O)(Cc1ccc(Cl)cc1)NCc1cccnc1
8%,5,O=C(NCC1CCCO1)c1cc2c(=O)[nH]c3ccccc3c2s1 (configuration not stated)
?,.,O=C(CSc1nnc(CNC(=O)c2ccco2)o1)Nc1ccc(Cl)cc1
13%,-4,CC1CCCCC1NC(=S)NC(=O)c1cccs1 (configuration not stated)
4%,14,O=C(C1CC=CCC1)N1CCC(CO)(Cc2ccc(Cl)cc2)CC1 (configuration not stated)
17%,0,CCCCN(C)CCNC(=O)c1cc2c(=O)[nH]c3ccccc3c2n1C
?,.,O=S(=O)(NCCc1ccc2c(c1)OCCO2)c1cccs1

(cont.)
Lipid storage S3,Lipid storage S3 cell count max,molecule
1%,-6,COc1cccc(S(=O)(=O)Nc2ccc(C(=O)N3CCCCCC3)cc2)c1
?,.,O=CN1N=C(c2ccccc2)CC1c1ccccc1[N+](=O)[O-] (configuration not stated)
?,.,O=C(NCCN1CCCCC1)/C(=C/c1ccco1)NC(=O)c1ccccc1
0%,-1,C=CCOc1ccnc(-c2ccccc2)n1
-1%,-5,Cc1cc(/C=C2\SC(=S)NC2=O)c(C)n1C1CC1
?,.,CCNc1c(NC(=O)C2CCC(C)CC2)c(=O)oc2ccccc12 (configuration not stated)
?,.,CCOC(=O)c1sc(NC(=O)Nc2ccc(F)cc2)nc1C

6 successive records out of the list so far, for reference:
Lipid storage S3,Lipid storage S3 cell count max,molecule
17%,0,CCCCN(C)CCNC(=O)c1cc2c(=O)[nH]c3ccccc3c2n1C
?,.,O=S(=O)(NCCc1ccc2c(c1)OCCO2)c1cccs1
1%,-6,COc1cccc(S(=O)(=O)Nc2ccc(C(=O)N3CCCCCC3)cc2)c1
?,.,O=CN1N=C(c2ccccc2)CC1c1ccccc1[N+](=O)[O-] (configuration not stated)
?,.,O=C(NCCN1CCCCC1)/C(=C/c1ccco1)NC(=O)c1ccccc1
0%,-1,C=CCOc1ccnc(-c2ccccc2)n1

Assay outcomes: PubChem, National Center for Advancing Translational Sciences (NCATS)
